Bioassay records from PubChem.
dFosB activator: enhances mouse delta FosB homodimer DNA binding | P13346 | purified delta FosB, TAMRA-CDK5 oligo fluorescence polarization; percent of positive-control signal above neutral wells | activation, % at 25 µM | 340,000 tested, 0.99% active;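 active = mean activation above about 17%, with every replicate also reaching it, limit read from the data, passing the limit was not always enough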;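 note: fluorescence polarization rise as delta FosB binds a TAMRA Cdk5 AP-1 oligo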
Wnt bcat act: Wnt/beta-catenin pathway activation; AID 743398; 300,000 tested, 1.2% active; activation, % at 9.35 µM; Wnt/beta-catenin reporter cell assay, activator, plate reader; in the data active = activation above about 30%, passing the limit was not always enough;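 note: 0% = neutral control wells and 100% = positive control wells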
MITF TRPM1 HTS: MITF TRPM1 promoter activation in melanoma cells; SK-MEL-5 TRPM1-promoter luciferase, 24 h; % of positive control, neutral wells = 0; activation, % at 12.5 µM; 300,000 tested, 0.75% active;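 active = mean activation of at least 80% with every replicate also reaching 80%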;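 note: 0% = neutral control wells and 100% = parthenolide positive control wells; values of inactives mirror those of a sister screen read the other way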
cardiac RTF act: increases calcium sensitivity of human cardiac regulated thin filaments; 340,000 tested, 0.24% active; P19429+P45379; activation, % at 7.2 µM; IANBD-labeled TnC RTF fluorescence at EC20 calcium; 0% EC20 calcium, 100% full calcium; AID 493008;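 active = activation above the mean over all tested compounds plus 3 SD, cut at about 30% in these data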;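 note: rise in fluorescence read as greater calcium sensitivity of cardiac thin filaments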
Rtt109 Vps75: blocks Candida albicans Rtt109/Vps75 acetyltransferase activity; purified Rtt109/Vps75, ThioGlo CoA-SH fluorescence, 4 h; inhibition, % at 34.9 µM; 330,000 tested, 0.16% active; AID 540336;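 active = inhibition of at least 50% in every replicate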
Target sequence (Q5AAJ8 whole entry, looked up): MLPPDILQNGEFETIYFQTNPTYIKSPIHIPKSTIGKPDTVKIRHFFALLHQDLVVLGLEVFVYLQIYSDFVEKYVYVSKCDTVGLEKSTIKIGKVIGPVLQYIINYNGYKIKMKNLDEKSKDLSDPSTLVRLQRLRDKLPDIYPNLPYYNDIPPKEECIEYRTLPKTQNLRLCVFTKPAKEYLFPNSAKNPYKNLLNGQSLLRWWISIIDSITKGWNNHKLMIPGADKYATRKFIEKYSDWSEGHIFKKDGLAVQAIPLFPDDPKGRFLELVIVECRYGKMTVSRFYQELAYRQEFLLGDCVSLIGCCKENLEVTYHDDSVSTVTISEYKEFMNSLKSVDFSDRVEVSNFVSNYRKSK
HTR5A ag: activates human HTR5A in OPRM1-OPRD1 agonist counter-screen | P47898 | HTR5A agonist assay, luminescence, cell-based | activation, % at 9.3 µM | 340,000 tested, 0.61% active; in the data active = activation mostly above about 9.5%, no sharp cut-off; inactive = mostly below about 7.6%;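 note: 0% = cells with vehicle only and 100% = reference agonist; strong numbers were not always called active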
PvdQ acylase: blocks Pseudomonas aeruginosa PvdQ acylase activity | purified PvdQ acylase, fluorescence plate reader | inhibition, % at 10 µM | AID 488965 | 340,000 tested, 0.063% active; in the data active = inhibition above about 30%, passing the limit was not always enough;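 note: 0% = vehicle neutral wells and 100% = reference inhibitor wells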
SR-BI DiI-HDL act: enhances SR-BI lipid uptake from DiI-HDL. CHO ldlA[mSR-BI] cells, DiI-HDL uptake fluorescence, 3 h; 100 = double the neutral-control signal. activation, % at 12.5 µM. 320,000 tested, 0.096% active. AID 504775;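 active = mean replicate activation of at least 60% and every replicate at or above 60%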;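 note: 0% = median plate neutral-control signal and 100% = twice that signal; values of inactives mirror those of a sister screen read the other way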
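material = CHO ldlA[mSR-BI] cells | medium = Ham's F12 with 0.5% BSA, HEPES 25 mM, pH 7.4 | reagent = fluorescent DiI-HDL, 10 µg/mL final | compound dosing = single-point compound dose | incubation = 3 h, 37 °C | measured by = bottom-read fluorescence, 550/595 nm | measure = HDL uptake via cellular fluorescence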
CDK5 p35 inh: blocks human CDK5/p35 kinase activity. inhibition, % at 10 µM. Recombinant CDK5/p35, ADP-Glo luminescence, 60 min. AID 488839. Q00535+Q15078. 330,000 tested, 0.01% active;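 active = highest replicate inhibition of at least 50% and at least 75% of replicates reaching 50%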;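 note: plate controls were DMSO neutral control for no effect and GW8510 at 10 µM for full effect; many of its hits are not listed in these tables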
Target sequence (Q00535 whole entry, looked up): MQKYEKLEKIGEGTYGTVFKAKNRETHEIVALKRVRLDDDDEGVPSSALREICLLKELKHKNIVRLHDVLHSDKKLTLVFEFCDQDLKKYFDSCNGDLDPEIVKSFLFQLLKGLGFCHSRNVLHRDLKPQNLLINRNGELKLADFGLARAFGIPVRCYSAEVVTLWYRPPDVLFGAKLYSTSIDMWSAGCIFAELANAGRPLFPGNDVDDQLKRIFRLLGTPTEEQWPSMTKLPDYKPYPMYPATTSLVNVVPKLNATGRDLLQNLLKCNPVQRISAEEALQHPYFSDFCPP
Target sequence (Q15078 whole entry, looked up): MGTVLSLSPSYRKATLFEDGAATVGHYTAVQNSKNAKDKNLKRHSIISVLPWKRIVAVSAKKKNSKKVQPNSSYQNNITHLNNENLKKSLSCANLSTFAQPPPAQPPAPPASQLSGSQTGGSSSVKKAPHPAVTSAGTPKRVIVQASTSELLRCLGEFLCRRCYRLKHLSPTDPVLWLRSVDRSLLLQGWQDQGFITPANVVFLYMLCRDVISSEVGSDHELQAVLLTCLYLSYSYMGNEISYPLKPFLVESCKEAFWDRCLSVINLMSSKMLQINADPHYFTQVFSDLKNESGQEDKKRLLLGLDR
SR-BI DiI inh: mouse SR-BI HDL lipid transfer inhibition; AID 488896; ldlA[mSR-BI] CHO cells, DiI-HDL uptake fluorescence, 3 h; Q61009; 320,000 tested, 0.96% active; inhibition, % at 12.5 µM;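 active = mean replicate inhibition of at least 70% and a set share of replicates each scoring 70 or more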;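 note: 0% = median of neutral control wells and 100% = median of positive control wells; values of inactives mirror those of a sister screen read the other way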
* hit, by the source's call; · = no result given.

SMILES | dFosB activator | Wnt bcat act | MITF TRPM1 HTS | cardiac RTF act | Rtt109 Vps75 | HTR5A ag | PvdQ acylase | SR-BI DiI-HDL act | CDK5 p35 inh | SR-BI DiI inh
c1ccc(CNc2nc(-c3ccccc3)nc3ccccc23)cc1 | 0 | -2 | · | 9 | -4 | 5 | -21 | -13 | 1.3 | 13
Cc1nccnc1Sc1ccccc1 | -11 | -2 | 6 | -1 | -2 | 5 | -14 | 28 | 1.0 | -28
COC(=O)c1oc2ccc(Cl)cc2c1-n1cccc1 | -3 | 5 | · | 2 | 3 | 0 | -11 | 22 | -1.4 | -22
O=C(COc1ccc(Br)cc1)Nc1ccc(CN2CCOCC2)cc1 | -2 | -4 | -4 | 0 | 1 | 0 | -12 | -15 | -2.2 | 15
CCC(C)(C)n1nnnc1C(c1cccnc1)N1CCCC(C)C1 (stereo not given) | -2 | -3 | -10 | 3 | 1 | -7 | -14 | -16 | -1.4 | 16
C=CCN1C(=O)c2ccc(C(=O)N3CCN(S(=O)(=O)c4ccc(C(C)C)cc4)CC3)cc2C1=O | -22 | -1 | -2 | -5 | 15 | -5 | -16 | 13 | 0.5 | -13
CCOc1ccc(C(=O)NC(=S)Nc2ccc(NC(=O)C(C)C)cc2)cc1[N+](=O)[O-] | 3 | · | 67 | -5 | 1 | 4 | -4 | -38 | -0.7 | 38
CCOC(=O)N1CCN(S(=O)(=O)c2ccc3c(c2)CCN3C(=O)CC)CC1 | -4 | · | · | -1 | -19 | 0 | 11 | 19 | 0.2 | -19
Cc1cccc(C)c1NC(=O)c1cc(S(=O)(=O)N2CCOCC2)cn1C | -7 | 0 | 5 | -3 | -23 | -2 | -14 | 5 | -1.9 | -5
O=C(COC(=O)c1cccnc1Cl)NC(=O)c1ccc(OC(F)F)cc1 | 6 | -2 | 15 | -4 | -2 | -6 | 0 | -2 | 0.1 | 2
COc1cccc(NC(=O)C2CCCN2C(=O)NC2CCCCC2)c1 (stereo not given) | 2 | -3 | · | 4 | 7 | -1 | -13 | · | 1.1 | ·
NC(=O)NC(=O)COC(=O)c1ccc(OC(F)F)cc1 | 0 | 0 | 2 | 0 | -14 | -2 | -15 | 8 | 1.0 | -8
COc1cc(C2NC(=S)NC(C)=C2C(=O)Nc2cc(C)cc(C)c2)ccc1O (stereo not given) | -7 | -1 | -14 | 2 | 5 | 3 | -16 | · | 1.9 | ·
Cc1ccccc1N1C(=S)NC2c3ccccc3OC1(C)C2C(=O)N(C)C (stereo not given) | -4 | 0 | -5 | 4 | 1 | -5 | -4 | 10 | -0.3 | -10
O=C(OC(C(=O)NCc1ccc(F)cc1)c1ccccc1)c1ccco1 (stereo not given) | -5 | -4 | 5 | 3 | 4 | -3 | 6 | 3 | -0.3 | -3
O=C(COC(=O)c1c(Cl)ccc(Cl)c1Cl)NCC1CCCO1 (stereo not given) | 5 | 2 | -6 | -1 | -6 | -1 | -13 | 11 | 0.5 | -11
Nc1cc(OCC(F)(F)F)cc(OCC(F)(F)F)c1 | -5 | -1 | -2 | -6 | -1 | 0 | -7 | 1 | 1.1 | -1
O=C(CSc1ncccn1)NNC(=O)c1ccccc1 | 4 | -4 | 9 | -2 | -5 | -3 | 0 | 9 | -0.1 | -9
C/C=C(/C)C(=O)Nc1cccc(C2=NOC3(C2)C[C@@H](C(N)=O)N(C(=O)CC(c2ccccc2)c2ccccc2)C3)c1 (stereo not given in full) | -19 | 11 | -15 | -1 | -5 | 2 | -11 | -41 | -0.9 | 41
C/C=C/c1ccc(OCCCCOc2ccc(OC)cc2)c(OC)c1 | -1 | · | 3 | -9 | 3 | 4 | -4 | -24 | 0.6 | 24
COc1ccccc1-n1c(SCC(=O)OC(C)C)nc2cccnc21 | 2 | 2 | 13 | 1 | 20 | 11 | 7 | · | -2.2 | ·
Cc1nc(NC(=S)NC(=O)COc2ccc(Cl)cc2)ccc1Br | 4 | 1 | -31 | -5 | -1 | -4 | -2 | -5 | -0.2 | 5
CC(=O)c1c(C)[nH]c(C(=O)Nc2cccc(S(=O)(=O)N3CCCCC3)c2)c1C | -30 | 7 | -13 | -1 | 0 | 0 | -6 | -69 | -0.3 | 69
O=S(=O)(c1cccc2cccnc12)N1CCN(Cc2ccccc2)CC1 | -6 | 0 | -5 | 2 | 3 | 0 | 9 | 24 | 1.9 | -24
O=C(NCCSCc1ccco1)Nc1cccc(Cl)c1 | -7 | · | 33 | -6 | -4 | 3 | -8 | 10 | -0.2 | -10
c1ccn(-c2ccc(N3CCOCC3)cc2)c1 | -1 | · | 20 | 2 | -20 | 2 | -15 | 6 | 1.2 | -6
CC1CCN(CCCNC(=O)c2cc3c(Cl)nc4ccccc4c3s2)CC1 | -46 | -6 | -34 | 4 | 10 | 1 | -18 | -19 | -0.7 | 19
C=CCn1c(=O)c(C(=O)Nc2ccc(C)cn2)c(O)c2ccccc21 | -3 | 1 | · | 4 | -1 | -3 | -20 | -13 | 0.3 | 13
O=C(CSc1ccccn1)Nc1ccc(Cl)cn1 | 0 | 6 | 11 | 3 | -13 | -4 | -11 | 7 | 2.9 | -7
COc1ccc(C(=O)NC2CCCCC2)cc1S(=O)(=O)N1CCCC1 | -11 | · | · | 3 | · | 5 | 7 | 6 | -2.0 | -6
O=C(COc1ccc2ccc(=O)oc2c1)N1CC[C@@]2(O)CCCC[C@H]2C1 | 3 | -1 | -1 | -9 | -2 | 1 | -3 | -2 | -0.8 | 2
CC(=O)Nc1ccc(S(=O)(=O)N2CCc3cc4c(cc3C2C)OCCCO4)cc1 (stereo not given) | -2 | 0 | -1 | -2 | -2 | 0 | -2 | -11 | -1.0 | 11
O=C(CCC(=O)c1ccc(Oc2ccccc2)cc1)Nc1ccc(Cl)cc1Cl | -3 | · | 2 | 2 | -4 | 4 | 3 | 1 | 0.8 | -1
CN(C)c1ccc(C(=O)OCC(=O)c2ccc[nH]2)cc1 | -11 | 9 | 137* | -2 | 1 | 1 | 14 | 1 | 0.9 | -1
Cc1ccc(S(=O)(=O)Nc2cc(C(F)(F)F)ccc2N2CCOCC2)c(C)c1 | -8 | -4 | 5 | -3 | 0 | 0 | 2 | -20 | 0.3 | 20
CCN1C(=O)[C@H]2[C@H]3CN=C(SC)N3[C@@](C)(C(=O)OC)[C@H]2C1=O | 0 | -3 | 7 | -7 | -2 | -1 | -7 | -31 | 0.0 | 31
COC(=O)Cc1c(C)c2ccc(OC(=O)c3ccccc3)cc2oc1=O | -14 | · | 18 | -4 | -7 | 3 | 6 | 16 | 0.7 | -16
CCOC(=O)CSc1nc(-c2ccncc2)ccc1C#N | -13 | -2 | · | 3 | -2 | 1 | -5 | 1 | 1.1 | -1
Cn1c(NC(=O)c2ccccc2F)cc(=O)n(C)c1=O | 2 | -3 | 7 | 3 | 12 | -3 | -10 | 10 | -1.2 | -10
O=C(Cc1ccccc1Cl)Nc1cccc(S(=O)(=O)N2CCOCC2)c1 | -3 | -1 | 1 | 2 | 6 | 4 | -15 | -8 | -1.6 | 8
CCc1nc(NC(C)C)c2oc3ccccc3c2n1 | 8 | -2 | -7 | -7 | 5 | 1 | -14 | 3 | 2.1 | -3
Cc1ccc(CNC(=O)C2CC(=O)N(C3CCCCCC3)C2)cc1 (stereo not given) | -3 | -1 | 4 | 0 | 4 | -5 | -4 | -2 | 1.7 | 2
COc1ccc(-n2c(=O)c3ccccc3n(Cc3ccc(F)cc3)c2=O)cc1OC | -2 | · | · | 2 | -4 | 2 | -2 | 0 | -0.2 | 0
CC(=O)Nc1cc(OC(C)=O)c2nonc2c1OC(C)=O | -1 | · | -2 | 5 | 20 | 10 | -14 | 27 | -2.3 | -27
O=C(N/N=C/c1cc2c(cc1Cl)OCO2)c1ccncc1 | -6 | 3 | 2 | 5 | -5 | -2 | -1 | -29 | 1.0 | 29
CCOC(=O)CNc1nc(Cl)nc(N2CCCCC2)n1 | -1 | 2 | 3 | 3 | 1 | -5 | 3 | 22 | 0.9 | -22
O=C(Nc1ccc(N2CCOCC2)cc1)Nc1ccc(Cl)c(Cl)c1 | -20 | · | 61 | 3 | 4 | 2 | 7 | -15 | -0.6 | 15
COc1ccc(/C=N/NC(=O)C(=O)N2CCN(c3ccccc3OC)CC2)cc1 | 1 | 0 | 3 | 5 | 0 | 1 | -14 | -28 | 0.7 | 28
CCOc1ccc(NC(=O)C(=O)N/N=C/c2cccnc2)cc1 | 8 | 2 | 26 | 1 | -1 | 1 | -2 | · | 0.7 | ·
CC1CCCCN1CCNC(=O)CN1C(=O)CSc2ccc(S(=O)(=O)N3CCCCC3)cc21 (stereo not given) | -7 | -1 | 8 | 3 | -12 | 2 | -11 | 11 | 0.7 | -11

A different layout for part of the listing above.
smiles	dFosB activator	Wnt bcat act	MITF TRPM1 HTS	cardiac RTF act	Rtt109 Vps75	HTR5A ag	PvdQ acylase	SR-BI DiI-HDL act	CDK5 p35 inh	SR-BI DiI inh
COc1ccc(/C=N/NC(=O)C(=O)N2CCN(c3ccccc3OC)CC2)cc1	1	0	3	5	0	1	-14	-28	0.7	28
CCc1nc(NC(C)C)c2oc3ccccc3c2n1	8	-2	-7	-7	5	1	-14	3	2.1	-3
CCOC(=O)CNc1nc(Cl)nc(N2CCCCC2)n1	-1	2	3	3	1	-5	3	22	0.9	-22

The list goes on:
SMILES | dFosB activator | Wnt bcat act | MITF TRPM1 HTS | cardiac RTF act | Rtt109 Vps75 | HTR5A ag | PvdQ acylase | SR-BI DiI-HDL act | CDK5 p35 inh | SR-BI DiI inh
COC(=O)c1cnn2c(C(F)(F)F)cc(-c3ccc(F)cc3)nc12 | -2 | 2 | · | -2 | -1 | -2 | -14 | -20 | -2.6 | 20
COC(=O)C(CC(C)C)N(Cc1cc(OC)cc(OC)c1)S(=O)(=O)c1ccccc1Br (stereo not given) | 3 | -2 | -4 | 1 | -10 | 1 | -12 | 27 | -0.5 | -27
CC(C)(C)C1CCC2(CC1)C(C#N)=C(SCC(=O)NC1CCCCC1)NC(=O)C2C#N (stereo not given) | -12 | · | -9 | -25 | 19 | 1 | 1 | 24 | -0.4 | -24
Cn1c(Cn2c(=O)sc3ccccc32)nnc1SCC(=O)N1CCCCCC1 | 3 | -3 | 0 | -7 | -4 | -5 | -2 | 19 | 1.2 | -19
FC(F)(F)c1cc(-c2ccc(Cl)cc2)nc(NCc2cccnc2)n1 | 6 | -13 | -3 | 1 | 7 | 0 | -10 | -49 | 0.8 | 49
COCCOc1ccc(C(F)(F)F)cc1NC(=O)COC(=O)C12CC3CC(CC(O)(C3)C1)C2 | -11 | -1 | 3 | 4 | -4 | -3 | -6 | -7 | -0.5 | 7
COc1ccc(NC(=O)CN2C(=O)CC(C)(C)S(=O)(=O)c3ccccc32)cc1 | 0 | 1 | 14 | -3 | -15 | 0 | -5 | 2 | -0.9 | -2
Cc1ccc(CNS(=O)(=O)c2ccc(Br)s2)cc1 | -1 | 4 | 9 | 3 | -3 | 1 | -12 | 18 | 0.5 | -18
CCNc1nc(NC(C)C)nc(N(C#N)CC(=O)OC)n1 | -8 | -2 | 5 | 6 | 1 | 3 | -9 | 5 | 0.2 | -5

Not a hit list; 4.4% or so of the library scored in one or more.
